FadD28 FP inh – inhibitors of Mycobacterium tuberculosis FadD28 bisubstrate binding; FadD28 bisubstrate probe binding, fluorescence polarization; inhibition, % at 12.5 µM; AID 588549; hit rate 0.22% among 360,000; in the data active means inhibition above about 8.5%, passing the limit was not always enough; inconclusive means no clear call, values can overlap the other calls
CCHFV vOTU inh – blocks the CCHF virus ovarian tumor domain protease; hit rate 0.55% among 370,000; CCHFV vOTU protease, Pep-AMC fluorescence; inhibition, % at 11.5 µM; further: 0% = vehicle wells with enzyme and 100% = no enzyme wells
BoNT F protease – inhibitors of Botulinum neurotoxin F light chain protease; inhibition, % at 10 µM; Multiplex microsphere protease cleavage assay, flow cytometry; hit rate 0.22% among 360,000; in the data active means inhibition above about 35%, passing the limit was not always enough; inconclusive means no clear call, values can overlap the other calls; further: plate controls were buffer without enzyme for full effect and enzyme alone for no effect
GDH-TPI inh – inhibits GDH-TPI coupling enzymes, artifact for Mtb FBA screen; hit rate 1.2% among 360,000; inhibition, % at 4.8 µM; GDH-TPI coupled enzyme counterscreen, NADH absorbance;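 further: 0% = DMSO wells and 100% = wells lacking the enzyme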
DUSP3 inh – inhibitors of human VHR1 phosphatase (DUSP3). P51452. recombinant VHR phosphatase, pNPP absorbance. inhibition, % at 13.3 µM. hit rate 0.52% among 290,000; in the data active means inhibition above about 50%; further: some compounds called inactive have numbers as strong as hits
Target sequence (P51452 whole entry, looked up): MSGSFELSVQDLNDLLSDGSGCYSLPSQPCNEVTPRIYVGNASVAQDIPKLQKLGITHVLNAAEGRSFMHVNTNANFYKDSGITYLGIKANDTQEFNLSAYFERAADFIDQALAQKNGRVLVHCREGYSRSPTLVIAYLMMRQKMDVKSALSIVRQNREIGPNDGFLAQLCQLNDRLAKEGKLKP
MazEF act – increases E. coli MazEF RNase cleavage of RNA; hit rate 0.32% among 350,000; P0AE70; activation, % at 20 µM; AID 504720; FAM/BHQ RNA-DNA oligo cleavage fluorescence, 5 h; in the data active means activation above about 50%
Target sequence (P0AE70 whole entry, looked up): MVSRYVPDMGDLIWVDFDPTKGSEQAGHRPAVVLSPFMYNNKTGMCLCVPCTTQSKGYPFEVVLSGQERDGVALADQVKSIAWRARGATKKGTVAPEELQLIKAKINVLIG
Mtb UGM inh – blocks M. tuberculosis UGM enzyme; purified UGM, fluorescence polarization probe displacement; inhibition, % at 10 µM; P9WIQ1; hit rate 0.06% among 320,000; AID 504406; in the data active means inhibition above about 10%, passing the limit was not always enough; inconclusive means no clear call, values can overlap the other calls
Target sequence (P9WIQ1 whole entry, looked up): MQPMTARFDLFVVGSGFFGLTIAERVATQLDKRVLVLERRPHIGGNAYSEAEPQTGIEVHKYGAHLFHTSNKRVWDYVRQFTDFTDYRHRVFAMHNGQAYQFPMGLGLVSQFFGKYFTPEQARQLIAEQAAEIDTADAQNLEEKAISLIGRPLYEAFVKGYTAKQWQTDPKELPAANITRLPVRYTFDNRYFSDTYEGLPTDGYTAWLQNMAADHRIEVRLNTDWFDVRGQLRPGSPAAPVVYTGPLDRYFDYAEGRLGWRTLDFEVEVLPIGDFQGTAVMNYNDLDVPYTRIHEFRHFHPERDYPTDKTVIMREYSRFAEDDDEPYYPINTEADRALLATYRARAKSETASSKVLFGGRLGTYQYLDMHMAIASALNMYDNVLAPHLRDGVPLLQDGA
Mtb FBA inh – Mtb fructose-bisphosphate aldolase inhibition; inhibition, % at 1 µM; P9WQA3; purified M. tuberculosis FBA, fluorescence read-out; hit rate 2.3% among 360,000; in the data active means inhibition above about 27%;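 further: 0% = vehicle and 100% = reference inhibitor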
Target sequence (P9WQA3 whole entry, looked up): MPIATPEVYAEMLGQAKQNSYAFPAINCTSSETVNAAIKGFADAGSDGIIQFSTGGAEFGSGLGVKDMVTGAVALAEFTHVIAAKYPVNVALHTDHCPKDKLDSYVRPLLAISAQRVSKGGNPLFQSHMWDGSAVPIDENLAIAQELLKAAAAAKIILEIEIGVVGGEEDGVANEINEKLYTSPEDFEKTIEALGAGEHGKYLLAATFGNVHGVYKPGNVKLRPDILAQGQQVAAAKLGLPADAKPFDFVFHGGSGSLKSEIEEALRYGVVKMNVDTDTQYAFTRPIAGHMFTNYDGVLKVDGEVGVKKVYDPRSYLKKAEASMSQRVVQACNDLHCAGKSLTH
Rv3671c protease – inhibits the M. tuberculosis serine protease Rv3671c; inhibition, % at 5.96 µM; hit rate 0.048% among 320,000; AID 2606; in the data active means inhibition above about 38%;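 further: extracellular domain of Rv3671c used as enzyme; 0% = enzyme with DMSO and 100% = no enzyme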
BioA inh – BioA (M. tuberculosis) enzyme inhibition; purified M. tuberculosis BioA enzyme, plate reader; inhibition, % at 9.99 µM; hit rate 0.096% among 360,000; in the data active means inhibition above about 40%; inconclusive means no clear call, values can overlap the other calls
* = called active by the depositor; u = inconclusive; x = no result given. Unless noted, no stated cut-off is given here; in the data, active means inhibition above about 30%; inactive means the rest.

mol	CCHFV vOTU inh	DUSP3 inh	BoNT F protease	Mtb UGM inh	Mtb FBA inh	BioA inh	MazEF act	FadD28 FP inh	GDH-TPI inh	Rv3671c protease
Cc1ccc(S(=O)(=O)NCCNc2ccccc2[N+](=O)[O-])cc1	-15	-23	-1	0.5	-5	x	6	-1.0	-1	5
CCCCn1c(SCC(=O)Nc2cc(C)on2)nc2ccccc2c1=O	-10	-4	-2	3.6	0	-3.5	-17	0.8	3	2
CC(C)NC(=O)CN1CCN(c2ncccn2)CC1	4	-14	-14	1.5	0	-0.8	-4	-4.0	5	-1
COCCN(CCOC)Cc1cc(=O)oc2cc(C)c(C)cc12	-5	x	5	x	-3	0.4	x	-2.3	x	x
COc1ccc(C2(CNC(=O)c3ccc(OC)c([N+](=O)[O-])c3)CCCCC2)cc1OC	-6	-7	1	3.9	6	7.8	1	u	4	2
O=C(CSc1ccc(-c2ccncc2)nn1)c1ccccc1	-5	31	-2	-1.1	2	x	1	-0.4	7	3
N#Cc1ccccc1OCC(=O)Nc1c(C(=O)C2CC2)oc2ccccc12	-5	25	-6	-1.2	1	x	-4	-2.8	0	-4
CCC(C)C(NC(=O)OC(C)(C)C)C(=O)NC(C(=O)NC(C)C(N)=O)C(C)C (stereo not drawn)	-4	7	-8	6.5	-2	x	7	0.6	-2	3
OCCOCCn1c(-c2ccccc2)nc(=S)c2c1CCCC2	5	17	-2	2.8	4	2.3	-3	-2.2	1	1
O/N=C(\C[n+]1ccccc1)c1ccc(Br)cc1	16	-7	6	-3.9	2	-0.1	6	-1.2	5	11
COc1ccc(NC(=O)C2CCN(S(=O)(=O)c3cccc4nonc34)CC2)cc1OC	-2	5	-6	-0.9	0	-0.1	9	0.7	9	6
COc1cc(N)c2ncccc2c1SC	28	x	-20	x	-3	x	-1	-2.8	7	x
COc1ccc(NC(=O)COC(=O)/C=C/c2ccccc2[N+](=O)[O-])cc1	-10	3	-7	1.5	-5	0.5	5	-1.9	0	-5
COc1ccc(N2C(=O)CC(NC34CC5CC(CC(C5)C3)C4)C2=O)c(OC)c1 (stereo not drawn)	-13	6	19	-1.4	2	4.2	-5	-2.4	2	-1
Cc1cc(Cl)c(S(=O)(=O)N2CCN(c3ccc(F)cc3)CC2)cc1OCC(=O)NC1CCCCC1	-7	21	-3	-3.3	-4	-0.6	4	-1.4	20	-22

Other compounds follow:
mol	CCHFV vOTU inh	DUSP3 inh	BoNT F protease	Mtb UGM inh	Mtb FBA inh	BioA inh	MazEF act	FadD28 FP inh	GDH-TPI inh	Rv3671c protease
COc1cccc(CN2CCNC(=O)C2CC(=O)N(C)C2CCCCC2)c1 (stereo not drawn)	-3	24	-1	0.0	0	-1.5	-8	-3.4	1	5
C=CCn1c(-c2ccc(OC)c(OC)c2)cs/c1=N\c1ccccn1	11	8	-9	-0.1	-2	-2.3	1	-4.3	13	-3
COc1ccc(S(=O)(=O)NCC(c2cccnc2)N2CCN(C)CC2)cc1OC (stereo not drawn)	-25	4	-14	0.9	-1	-1.9	5	0.4	0	-8
COCCCNCCCCOc1ccc(C)cc1[N+](=O)[O-]	-9	1	-14	-2.4	0	0.3	3	-0.6	10	0
COc1cc(CC(=O)OCC(=O)Nc2ccc3c(c2)OCCO3)cc(OC)c1OC	-9	-14	-4	-1.3	-4	x	3	1.0	9	-4
COc1cc(OC)c2c(-c3cccc(-c4ccc(OC)c(OC)c4)c3)cc(=O)oc2c1	1	x	-1	x	-1	-1.8	-7	-1.8	6	x
O=C(CSc1oc(-c2ccccc2)nc1S(=O)(=O)c1ccccc1)NCC1CCCO1 (stereo not drawn)	9	5	6	-4.5	2	1.6	0	-3.7	-11	-9
O=S(=O)(NCCCc1ccccc1)c1cccc2nsnc12	8	37	-7	1.4	3	x	-8	0.8	8	1
Cc1cccc(NCC(=O)N/N=C\c2ccc[nH]2)c1	3	-1	u	2.3	-5	6.3	16	-3.5	22	13
COc1ccc(N(C)S(=O)(=O)c2cccc(C(=O)Nc3nnc(C)s3)c2)cc1	17	x	-4	0.4	0	-1.1	0	-0.2	15	-5
COc1ccc(-c2csc(C(C)(O)c3ccccc3)n2)cc1OC (stereo not drawn)	2	x	-5	x	0	1.6	x	-1.4	12	x
O=C(NCc1cc(C(F)(F)F)cc(C(F)(F)F)c1)C12CN(Cc3ccccc3)CC1C(c1cccc([N+](=O)[O-])c1)=NO2 (stereo not drawn)	x	14	-7	0.3	-4	-0.9	8	4.1	-4	-3
CCCCn1c(O)c(C(CC)=NCCc2ccccc2)c(=O)[nH]c1=O	0	-20	-10	-2.5	-1	3.9	5	-6.0	2	-1
Cc1cc(C(=O)N2CCCc3ccccc32)no1	5	-17	-16	1.7	4	-0.3	5	-0.3	12	2
CC(C)(O)CN(C(=O)c1ccc([N+](=O)[O-])cc1)C1CCCC1	-18	x	-4	x	-1	x	1	-4.7	-9	x

The list continues.
mol	CCHFV vOTU inh	DUSP3 inh	BoNT F protease	Mtb UGM inh	Mtb FBA inh	BioA inh	MazEF act	FadD28 FP inh	GDH-TPI inh	Rv3671c protease
COc1ccc(CN2CCN(C(=O)CCC(=O)Nc3nnc(CC(C)C)s3)CC2)cc1F	-4	5	2	-2.5	3	-3.8	-4	0.0	2	6
Cc1cc(/C=N/n2cnnc2)c(C)n1-c1cccc(Cl)c1	12	-8	23	-1.3	-5	1.4	9	-5.8	6	3
CC1(C)CC(=O)CC(=NCC(=O)O)C1	-3	3	4	1.8	-3	x	-13	-7.3	-15	-6
CC(=O)c1ccc(N(C(=O)CNC(=O)c2ccco2)C(C(=O)NC2CCCC2)c2cccnc2)cc1 (stereo not drawn)	16	6	-1	-0.9	-4	-1.5	9	-3.7	-12	1
CN(C(=O)COC(=O)c1cc2c(s1)CCCCC2)C1CCS(=O)(=O)C1 (stereo not drawn)	6	10	3	-5.4	1	-0.4	6	-5.7	-2	4
CCNC(=S)N/N=C/c1cc(C)n(-c2ccc(Cl)cc2)c1C	-2	-2	-5	3.2	-1	x	0	-0.9	6	3
COc1ccc(Cn2nnnc2C(c2ccc(N(C)C)cc2)N2CCC(C)CC2)cc1 (stereo not drawn)	10	-8	-9	2.4	-3	-3.7	-7	-0.2	1	-4
CC(C)c1cc(=O)oc2c3c4c(cc12)CCCN4CCC3	-120	18	-8	1.2	39*	1.1	88*	-0.6	3	-3
CN(CC(=O)Nc1cccc(F)c1)C(=O)Cn1c(=O)oc2ccccc21	4	x	-11	2.7	-2	5.0	-3	-3.1	0	-4
COc1ccccc1N1CCN(C(=O)CSc2ncccc2-c2nc3ccccc3[nH]2)CC1	-26	18	-1	-3.7	27*	0.0	-8	-2.2	6	2
CCc1ccccc1NC(=S)N(CCCN1CCN(C)CC1)Cc1cccs1	-2	29	-8	0.3	-4	1.2	-6	-4.5	-10	4
CN1CCCN(C(=O)c2ccc(Br)cc2)CC1	-8	35	-30	-2.5	0	0.1	7	-3.7	-2	4
O=C1/C(=C/c2ccncc2)N2CCC1CC2	-11	8	x	4.0	2	x	-15	0.5	8	3
CC(=O)OC1CC[C@@]2(C)C(=CC(=O)C3C4CCC(OC(C)=O)[C@@]4(C)CCC32)C1 (stereo partly drawn)	-3	x	u	-0.4	-2	1.3	-13	-3.1	-6	7
CC(NC(=O)c1cccc(C(F)(F)F)c1)C1CCCO1 (stereo not drawn)	0	23	-1	0.4	0	x	6	0.6	13	-3

Retrieved by compound from the entries so far, 3 records:
mol	CCHFV vOTU inh	DUSP3 inh	BoNT F protease	Mtb UGM inh	Mtb FBA inh	BioA inh	MazEF act	FadD28 FP inh	GDH-TPI inh	Rv3671c protease
CN(C(=O)COC(=O)c1cc2c(s1)CCCCC2)C1CCS(=O)(=O)C1 (stereo not drawn)	6	10	3	-5.4	1	-0.4	6	-5.7	-2	4
CN1CCCN(C(=O)c2ccc(Br)cc2)CC1	-8	35	-30	-2.5	0	0.1	7	-3.7	-2	4
CC1(C)CC(=O)CC(=NCC(=O)O)C1	-3	3	4	1.8	-3	x	-13	-7.3	-15	-6

Remaining list, next part:
mol	CCHFV vOTU inh	DUSP3 inh	BoNT F protease	Mtb UGM inh	Mtb FBA inh	BioA inh	MazEF act	FadD28 FP inh	GDH-TPI inh	Rv3671c protease
C=CCOc1ccc(/C=C/C(=O)OCC(=O)NCc2ccco2)cc1	12	x	4	2.2	1	-1.6	2	-1.2	11	-1
CC(C)c1onc(C(=O)N2CCCCC2C)c1[N+](=O)[O-] (stereo not drawn)	-8	15	6	-3.8	2	7.2	6	-1.6	3	5
CC(C)Oc1ccc(C2CC(=O)N(c3ccc(N(C)C)cc3)C2=O)cc1 (stereo not drawn)	2	9	-9	0.9	0	-5.1	1	-0.9	9	-1
Cn1cc(-c2csc(C(O)c3ccccc3)n2)cn1 (stereo not drawn)	6	x	-3	x	-2	0.5	x	-0.9	9	x
Brc1ccccc1-c1cnco1	1	31	4	4.5	0	-0.2	-2	-1.0	1	-1
O=C(Cc1ccc(Br)cc1)N1CCN(c2ccc(F)cc2)CC1	4	-8	-48	0.9	-2	5.5	2	-3.1	-4	8
O=C(COc1ccc([N+](=O)[O-])cc1)N1CCN(c2nnc(-c3ccccc3)c3ccccc23)CC1	-4	7	8	1.8	2	x	5	-2.9	7	-2
Cc1cccc(OCCCC(=O)Nc2nccs2)c1	7	12	1	5.9	3	-1.5	1	-1.9	7	-1
O=C(CNC(=O)c1cnccc1C(F)(F)F)c1cccc(Cl)c1	-2	32	5	1.6	0	-3.6	-2	-2.0	10	-4
O=S(=O)(c1cccc(S(=O)(=O)N2CCC(Cc3ccccc3)CC2)c1)N1CCOCC1	15	-18	6	2.2	1	-0.8	3	-3.4	-1	-4
Cc1ccnc2nc(C(=O)OCC(=O)Nc3ccc([N+](=O)[O-])cc3Br)nn12	4	x	-5	2.5	-4	-1.0	7	-2.0	7	-4
OCC1(CCOc2ccccc2)CCN(CCCn2cccn2)CC1	-2	17	2	-3.5	-3	0.2	8	-1.7	-3	2
O=C(c1ccc(OC2CCN(Cc3ccccn3)CC2)cc1)N1CCCC(O)C1 (stereo not drawn)	-3	0	0	-0.2	2	x	-6	1.3	9	3
OC(CCCN1CCCCC1)(c1ccccc1)c1ccc(C(F)(F)F)cc1 (stereo not drawn)	-5	x	-7	x	2	-0.5	10	-2.5	3	x
CS(=O)(=O)Nc1ccc(C(=O)N2CCCCC2)cc1	15	16	-4	-1.1	3	-0.8	-5	-0.9	3	3

Going on with the list:
mol	CCHFV vOTU inh	DUSP3 inh	BoNT F protease	Mtb UGM inh	Mtb FBA inh	BioA inh	MazEF act	FadD28 FP inh	GDH-TPI inh	Rv3671c protease
CCC(=O)N(C)CCc1cc2c(c(OC)c1/C=N/NS(=O)(=O)c1ccc(C)cc1)OCO2	12	13	0	-1.4	1	1.0	3	-0.4	9	-9
CN1C(c2ccc(F)cc2)=CS/C1=C(/C#N)c1nnc2n1-c1ccccc1SC2	-1	x	-12	x	-3	x	-1	-3.6	19	x
Cc1cccc(CCNS(=O)(=O)c2ccc(S(=O)(=O)N3CCCCC3)cc2)c1	-2	27	-2	1.4	0	0.5	-2	0.9	8	-2
Cc1ccc(C(CNS(=O)(=O)c2ccc([N+](=O)[O-])cc2)N2CCN(C)CC2)cc1 (stereo not drawn)	-12	x	4	2.3	1	-0.1	5	1.5	9	-1
COC(=O)C1CCN(CCCOc2ccc(CN3CCN(c4ccc([N+](=O)[O-])cc4)CC3)cc2)CC1	6	35	-15	-3.1	-5	-3.0	9	-2.4	6	-1
CCCNC(=O)NC(=O)CN1CCCC1c1ccc2c(c1)OCCO2 (stereo not drawn)	-8	25	0	1.2	-2	1.0	-26	-3.2	3	-11
CC(NC(=O)c1ccncc1)c1ccc(Cl)cc1Cl (stereo not drawn)	-4	x	-13	0.7	1	-1.8	-2	-3.4	9	-12
CC1CC(C)CN(S(=O)(=O)c2ccc3c(c2)oc(=O)n3CC(=O)NCc2cccnc2)C1 (stereo not drawn)	9	21	-6	2.7	-3	x	3	-3.7	8	15

Limited to BoNT F protease, Mtb UGM inh and MazEF act, for some of the entries so far:
molecule | BoNT F protease | Mtb UGM inh | MazEF act
CN1C(c2ccc(F)cc2)=CS/C1=C(/C#N)c1nnc2n1-c1ccccc1SC2 | -12 | x | -1
CC(NC(=O)c1ccncc1)c1ccc(Cl)cc1Cl (stereo not drawn) | -13 | 0.7 | -2

From PubChem
